AMA1-RON2 inh: qHTS for Inhibitors of AMA1-RON; Towards Development of Antimalarial Drug Lead: Primary Screen. 0.2% of 360,000 active. AlphaScreen AMA1-biotinylated RON2 peptide binding. Potency, µM (doses to about 58.2 µM), without a hit: top-dose activity change, negative = inhibition, usual class: inhibitors. Plasmodium falciparum AMA1 (3D7) - RON2 peptide interaction; active = well fitted inhibition curve with a large enough effect; inconclusive = small, poorly fitted or top-dose-only effect; inactive = no such curve, though single readings can be large or run the other way;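 also: potency is read from the fitted curve at half-maximal effect; 0% = vehicle wells and -100% = peptide control; nearly all actives have a fitted effect of over 45% in size; some results filed as inactive show a strong effect at the top dose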
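AMA1 (3D7) with his tag at 25 nM final met compounds first, then biotinylated RON2 peptide at 25 nM; detection used donor plus acceptor beads, 10 µg/mL apiece, read by AlphaScreen after 30 min at room temperature.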
HCMV inh: qHTS Assay for inhibitors of the human cytomegalovirus (HCMV). HFF cells, HCMV-luciferase reporter, 72 h; stronger effect = lower value. activity change, negative = inhibition, % at 57.5 µM. 4.5% of 410,000 active; in the data active = activity change below about -60%; inconclusive = no clear call, values can overlap the other calls; inactive = above about -39%
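Two compound doses tested in HFFs infected with HCMV-luciferase, MOI 1 PFU/cell, 72 h at 37C. Lysate luminescence read with OneGlo; data normalized against buffer-only and 10uM Salinomycin inhibitor controls.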
* = called active by the depositor; ? = inconclusive; [ ] = another dose, or the depositor's remark. Unless noted, % is scaled to controls: 0 for no effect and ±100 for the full control effect. An excerpt; count on the stated rates, not on these rows.

SMILES | AMA1-RON2 inh | HCMV inh
CC(=O)Nc1cccc(-c2ccnc3c2CC(C)(C(=O)NCCc2ccccc2)O3)c1 (stereo not given) | -1% | -88*
O=C(Oc1ccccc1Cl)c1ccccc1 | 2% | -9
O=C(Nc1ccc2c(c1)OCCO2)C(CCc1ccccc1)N(Cc1ccccc1)Cc1ccccc1 (stereo not given) | -14% | -22
FC(F)C(F)(F)Oc1cccc(Nc2nccn3c(-c4ccc5ccccc5c4)cnc23)c1 | 45%[activator] | ?
CC(=O)Nc1ccc(S(=O)(=O)NCc2ccc(C(=O)NCCN(C)Cc3ccccc3)cc2)cc1 | 13% | -10
CCC1(c2ccc(F)cc2)NC(=O)N(CC(=O)Nc2cccc(S(=O)(=O)N3CCCC3)c2)C1=O (stereo not given) | 5% | 0
Cc1ccc(S(=O)(=O)N2C[C@H]3N(C(=O)OC(C)C)N(C(=O)OC(C)C)C[C@H](OC(=O)Nc4c(C)noc4C)[C@@]3(O)C2)cc1 | 6% | 11
Cc1ccc(S(=O)(=O)N2[C@@H](CO)CO[C@H]2CC(=O)c2cccs2)cc1 | 2% | -16
COc1ccc(CC(=O)NCc2cccc(Cl)c2)cc1S(=O)(=O)N1CCOCC1 | 12% | -9
COc1cc2c(cc1OC)C(CNC(=O)C=Cc1cc(OC)c(OC)c(OC)c1)C2 (stereo not given) | 1% | 5
COC(=O)C1=C(c2cccc(OC)c2OC)C[C@@H]2CC[C@H]1N2C(=O)N1CCCCC1 | -8% | -12
COc1ccc(-c2cc3ccccc3oc2=O)cc1 | 45%[activator] | 77
O=C(COC(=O)/C=C/c1ccc(Cl)cc1Cl)Nc1cccc(S(=O)(=O)NC2=NCCC2)c1 | -4% | -69*
Cc1nn(-c2ccc(F)cc2)c(Cl)c1/C=C(/CC(=O)O)c1nc2ccccc2s1 | -8% | -22
CC1(C(=O)Nc2cccc(Oc3ccccc3)c2)CCN1Cc1cc2ccccc2o1 (stereo not given) | -9% | 10
COCOc1cccc(CN2CCC2(C)C(=O)Nc2ccc(C)c(O)c2)c1 (stereo not given) | -5% | ?
O=C(NCc1ccccc1)c1ccccc1 | 7% | 10
O=[N+]([O-])c1cccc(N=Nc2ccc(O)cc2O)c1 | -6% | -80*
COc1ccc(-c2nc3c(Cl)cc(C(F)(F)F)cn3c2Cc2cccc(F)c2)cc1OC | 46%[activator] | 8
CNc1ccc(C=C2C=Cc3ccccc32)cc1 | 25µM* | 134
O=C(COc1ccccc1)c1ccccc1 | 12% | 0
CC[C@H](C)[C@H]1CNC(=O)C(=O)N1CC1CCN(CCc2ccc(Cl)c(Cl)c2)CC1 | 15% | -13
Cn1nc(C(C)(C)C)cc1C(=O)N1CCCCC1c1cc(C(=O)Nc2ccccc2)no1 (stereo not given) | 13% | -32
COc1cccc(NC(=O)CN(C)C(=O)c2cc(-c3ccccc3)nc3ccc(C)cc23)c1 | 13% | -35
COc1cccc(CNC(=O)[C@@H]2CCCN2C(=O)OC(C)(C)C)c1 | ? | 3
CC(C)/C=C/C(=O)N1CCC(N2CCC(C(=O)NCC3CCCO3)CC2)CC1 (stereo not given) | -2% | 8
C[C@@H]1CN([C@@H](C)CO)C(=O)CCCn2nncc2CO[C@H]1CN(C)Cc1cccc(O)c1 | 13% | -23
OCC1OC(Oc2c(Br)cc(Br)cc2Br)C(O)C(O)C1O (stereo not given) | -13% | -19
O=C(O)c1c2cc(Br)ccc2nc2[nH]c(=O)[nH]c(=O)c12 | -6% | 10
CC1(C)OC(=O)C2=C(C[C@@H](C3CC3)O[C@@H]2C2CC2)O1 | 1% | 40
CC1CCN(C(=O)CSc2nnc(-c3ccco3)n2N)CC1 | 1% | -1
CCc1ccc(Nc2ccc3nonc3c2[N+](=O)[O-])cc1 | -13% | 6
CN(C(=O)c1ccc(NC(=O)Cc2ccc(NC(=O)C3CCN(C(=O)CCc4ccccc4)CC3)cc2)cc1)C1CCCC1 | -8% | -13
C[C@@H]1CN([C@H](C)CO)C(=O)CCCn2nncc2CO[C@H]1CN(C)C(=O)Nc1ccnc(N2CCOCC2)c1 | -1% | -13
CCNC(=O)Nc1cc(S(=O)(=O)N2CCOCC2)ccc1N1CCCCC1 | -7% | -2
Cc1nc(NC(=O)C(C)(C)C)sc1C(=O)Cn1cc(CCc2ccccc2)nn1 | 3% | -13
Cc1ccccc1NC(=O)Cc1nc(COC(=O)CNC(=O)c2ccc(Cl)cc2Cl)cs1 | 6% | -4
COc1ccc(C(=O)CC(Sc2ccccc2N)c2ccc(OC)cc2)cc1 (stereo not given) | -10% | -15
COc1ccc(OC(=O)OCc2ccccc2)cc1 | 8% | -25
O=P(O)(Cc1ccccc1)c1ccccc1 | -4% | -20
CCCCCCN1C[C@@H](O)[C@H](n2cc(-c3ccc(F)cc3)nn2)C[C@@H]1c1ccc(OC)cc1 | 7% | 16
O=[N+]([O-])c1cccc(C=NN=Cc2ccccc2O)c1 | -4% | 3
Nc1sc2c(c1C(=O)NCCc1ccccc1)CCCC2 | 0% | 18
CCNC(=O)C1(C)CCCN1C(=O)c1ccc2c(c1)OCO2 (stereo not given) | -2% | -14
CCCCNC(=O)c1onc(CSc2cccc(OC)c2)c1C(=O)NCCCC | 24% | -8
COC(=O)[C@]12CCCCC=C1N(Cc1ccc(Cl)cc1Cl)C(=O)[C@H](CC(=O)NCCCCc1ccccc1)C2 | -6% | 20
CCOC(=O)C1(C)CCCCCN1C(=O)c1ccc(OC)cc1 (stereo not given) | -8% | -1
COc1ccc(OC)c(C(=O)Nc2ccc3[nH]ccc3c2)c1 | -1% | 67
NCc1csc(NC(=O)Nc2cccc(Cl)c2)n1 | 60%[activator] | -37
Cc1onc(-c2ccccc2)c1C(=O)N1CCN(c2ccc([N+](=O)[O-])cc2)CC1 | -7% | -27
CCOC(=O)[C@]12CCCC=C1N(Cc1ccco1)C(=O)[C@H](CC(=O)N1CCN(C(=O)C3CC3)CC1)C2 | -8% | 10
Cc1cccc(NC(=O)c2nc[nH]c2C(=O)N[C@@H](C)CO)c1 | 65%[activator] | -37
CC1CN(CCc2ccccc2)C(C)C/C1=N/O (stereo not given) | 0% | 53
COc1ccc(C(C)(O)c2nc(-c3ccc(F)c(Cl)c3)cs2)cc1 (stereo not given) | 15% | -31
CCc1ccc2cc(C)cnc2n1 | 4% | -12
COC(=O)C1=C(c2ccccc2)C[C@@H]2CC[C@H]1N2C(=O)NCc1cccc2ccccc12 | -6% | -9
O=c1n2c(c(O)n1C1CCCCC1)C(c1ccccc1)=Nc1ccccc1C2 | -10% | 94
CN(C)c1ncnc2c1ncn2CCn1cnc2c(N(C)C)ncnc21 | 6% | -25
COc1cc2c(c(OC)c1OC)-c1ccc(SC)c(=O)cc1C(NC(C)=O)CC2 (stereo not given) | -4% | -93*
OCC[C@@H]1C[C@H](O)[C@@H](O)[C@]2(OCc3ccc4ccccc4c32)O1 | -3% | 15

16 compounds out of the list, arranged by formula weight, rising.
SMILES | AMA1-RON2 inh | HCMV inh
CC1CN(CCc2ccccc2)C(C)C/C1=N/O (stereo not given) | 0% | 53
O=[N+]([O-])c1cccc(C=NN=Cc2ccccc2O)c1 | -4% | 3
NCc1csc(NC(=O)Nc2cccc(Cl)c2)n1 | 60%[activator] | -37
COc1ccc(OC)c(C(=O)Nc2ccc3[nH]ccc3c2)c1 | -1% | 67
Nc1sc2c(c1C(=O)NCCc1ccccc1)CCCC2 | 0% | 18
Cc1cccc(NC(=O)c2nc[nH]c2C(=O)N[C@@H](C)CO)c1 | 65%[activator] | -37
CCNC(=O)C1(C)CCCN1C(=O)c1ccc2c(c1)OCO2 (stereo not given) | -2% | -14
OCC[C@@H]1C[C@H](O)[C@@H](O)[C@]2(OCc3ccc4ccccc4c32)O1 | -3% | 15
CCOC(=O)C1(C)CCCCCN1C(=O)c1ccc(OC)cc1 (stereo not given) | -8% | -1
COc1ccc(C(C)(O)c2nc(-c3ccc(F)c(Cl)c3)cs2)cc1 (stereo not given) | 15% | -31
O=c1n2c(c(O)n1C1CCCCC1)C(c1ccccc1)=Nc1ccccc1C2 | -10% | 94
Cc1onc(-c2ccccc2)c1C(=O)N1CCN(c2ccc([N+](=O)[O-])cc2)CC1 | -7% | -27
COc1cc2c(c(OC)c1OC)-c1ccc(SC)c(=O)cc1C(NC(C)=O)CC2 (stereo not given) | -4% | -93*
CCCCNC(=O)c1onc(CSc2cccc(OC)c2)c1C(=O)NCCCC | 24% | -8
COC(=O)C1=C(c2ccccc2)C[C@@H]2CC[C@H]1N2C(=O)NCc1cccc2ccccc12 | -6% | -9
COC(=O)[C@]12CCCCC=C1N(Cc1ccc(Cl)cc1Cl)C(=O)[C@H](CC(=O)NCCCCc1ccccc1)C2 | -6% | 20

Further compounds follow.
SMILES | AMA1-RON2 inh | HCMV inh
O=C(CCS(=O)(=O)c1ccc(Cl)cc1)N1CCCc2ccccc21 | 5% | -17
COc1ccc(CNC(=O)N2CCc3nc(Nc4cc(OC)c(OC)c(OC)c4)ncc3C2)cc1 | 15% | 40
CCOC(=O)C1CCCN(C(=O)c2cccc(Cl)c2)CC1 (stereo not given) | 0% | 2
COC(=O)[C@@]12C[C@@H](CC(=O)N3CCSCC3)C(=O)N(CCc3ccc(OC)c(OC)c3)C1=CCC(C)(C)C2 | -14% | -27
C[C@@H](c1ccccc1)N1C[C@H](COCc2ccccc2)Oc2cc(N3CCC[C@H]3C(N)=O)ccc2S1(=O)=O | -4% | -4
CCOc1ccc(NC(=O)c2c(N)n(C)c(=O)[nH]c2=O)cc1 | -1% | -26
Cc1ccc(NCCCn2ccc(NC(=O)OCc3ccccc3)nc2=O)cc1C | ? | -6
C(COC1CC2CC1C1C2CC2OC21)OC1CC2CC1C1C2CC2OC21 (stereo not given) | -2% | -7
Cc1cc(C)cc(Cn2c3ccc(NC(=S)NC4CCCCC4)cc3c(=O)n2C)c1 | 19% | -34
CN(C)CCN1CCN(C2CN(Cc3cn(Cc4cccc(C(F)(F)F)c4)nn3)S(=O)(=O)C2)CC1 (stereo not given) | -1% | -18
O=C1NC(=S)SC1=Cc1ccc(F)cc1 | 30% | 66
COCCOC(=O)c1c(C)oc2ccc(O)c(CN3CCC(C)CC3)c12 (tested in a mixture with another compound) | -4% | -4
COC[C@@H]1CCCN1c1ccc2c(c1)O[C@@H](COCc1ccccc1)CN([C@@H](C)c1ccccc1)S2(=O)=O | -19% | -15
OC(c1cc(F)cc(Cl)c1)c1ncc(-c2cccc(C(F)(F)F)c2)[nH]1 (stereo not given) | -4% | -17
COc1ccc(CCNC(=O)C2COc3ccccc3O2)cc1OC (stereo not given) | 6% | 15
CC1(C)OC(=O)C2=C(C[C@@H](C3CCCC3)O[C@H]2CCc2cccc(Cl)c2)O1 | 2% | -8
Cc1ccsc1C(=O)NCc1ccc(Cl)cc1 | 19% | -9
CCCCCCN1C[C@@H](O)[C@H](n2cc(COC(=O)c3ccccc3)nn2)C[C@@H]1c1ccc(Cl)cc1 | 6% | 4
CC1(C(=O)Nc2ccc3c(c2)OCCO3)CCN1C(=O)C/C=C/c1ccccc1 (stereo not given) | -18% | -1
Cn1c(N)cc(=O)n(C)c1=S | 0% | 4
CC1=NC(C)(C)CC2CCC(O)C12 (stereo not given) | 3% | -17
CCCCCCn1cc(CN2CC(N3CCSCC3)CS2(=O)=O)nn1 (stereo not given) | 0% | 23
CC(C)N1CCC1(C)C(=O)Nc1ccc(-n2cccc2)cc1 (stereo not given) | -11% | 14
O=C(NCC[C@@H]1CC[C@@H](NS(=O)(=O)c2ccccc2)[C@@H](CO)O1)c1cc(Cl)cc(Cl)c1 | 1% | 8
CN(C)c1ccc(S(=O)(=O)N2CCCCC2)cc1NC(=O)CCNC(=O)c1ccccc1Cl | -5% | 30
C[C@]12CC[C@@H](O)CC1=CCC1C2CC[C@@]2(C)C1C[C@@H](F)[C@H]2O (stereo not given in full) | 10% | -24
CC(C)CNC(=O)C1(C)CCCN1C(=O)c1ccc2c(c1)CCO2 (stereo not given) | 0% | -12
CC1CCC2(CC1)NC(=O)N(CC(=O)Nc1ccc(N3CCCCC3)cc1)C2=O (stereo not given) | -19% | -25
Cc1ccc(S(=O)(=O)Nc2ccc3ccccc3c2[N+](=O)[O-])cc1 | 3% | 18
CCOc1cc(C)nc(N2CCC(C(=O)NC3CC3)CC2)n1 | 15% | -12
O=C1NC[C@@H](CCCCN2CCN(CC3CCCCC3)C(=O)C2=O)N(Cc2ccccc2)C1=O | 0% | 1
COc1ccccc1NC(=O)CN(Cc1ccco1)C(=O)c1cc(Cl)c(OC)c(OC)c1 | -9% | 4
c1cc(-c2n[nH]c(-c3ccncc3)n2)ccn1 | 0% | 32
COCCN1C[C@@H](CO)O[C@@H](n2cnc3c(N4CCN(CCO)CC4)ncnc32)C1 | -5% | -17
